FEN1 inh: qHTS Assay for the Inhibitors of Human Flap endonuclease 1 (FEN1); P39748; Recombinant FEN1 flap cleavage, fluorescence, 15 min; Potency, µM (series often up to 114 µM), inactives show top-dose activity change, negative = inhibition, most hits filed as inhibitors; 390,000 compounds, 0.35% hits; AID 588795, 2011; further: nearly all actives have a fitted effect of over 65% in size
Target sequence (P39748 whole entry, looked up): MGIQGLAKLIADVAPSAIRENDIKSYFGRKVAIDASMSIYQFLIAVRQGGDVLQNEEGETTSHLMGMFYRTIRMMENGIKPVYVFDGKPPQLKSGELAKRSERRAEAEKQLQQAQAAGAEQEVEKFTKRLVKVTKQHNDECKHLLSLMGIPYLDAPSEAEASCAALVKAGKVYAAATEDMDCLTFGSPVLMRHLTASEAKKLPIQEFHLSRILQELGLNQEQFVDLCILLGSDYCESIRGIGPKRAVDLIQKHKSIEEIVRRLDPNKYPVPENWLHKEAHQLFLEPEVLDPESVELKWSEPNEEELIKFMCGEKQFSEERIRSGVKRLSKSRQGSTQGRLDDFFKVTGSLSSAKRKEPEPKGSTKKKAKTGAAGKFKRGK
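With each library titrated from low to high concentration, compounds met 10 nM FEN1 for 15 min at room temperature before 50 nM substrate was added; readings at 0 and 15 min fed four-parameter Hill curve fits.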
N370S GC mod: qHTS Assay for Inhibitors and Activators of N370S glucocerebrosidase as a Potential Chaperone Treatment of Gaucher Disease. 330,000 compounds, 0.092% hits. Potency, µM (top dose mostly 59.4 µM), without a hit: at the top dose activity change, negative = inhibition, actives largely listed as inhibitors. Lysosomal acid glucosylceramidase (Homo sapiens), P04062. N370S GC spleen homogenate, 4MU-glucoside fluorescence. AID 2101, 2009;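 further: 0% = full enzyme activity and -100% = no enzyme basal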
TDP1 inh: qHTS Assay for Inhibitors of Tyrosyl-DNA Phosphodiesterase (TDP1); Tyrosyl-DNA phosphodiesterase 1 (Homo sapiens), Q9NUW8; 350,000 compounds, 0.28% hits; AID 485290, 2010; Potency, µM (highest dose often 130 µM), for inactives: at the top dose activity change, negative = inhibition, hits mostly inhibitors; recombinant TDP1, AlphaScreen DNA substrate cleavage; further: nearly all actives have a fitted effect of over 40% in size
Target sequence (Q9NUW8 whole entry, looked up): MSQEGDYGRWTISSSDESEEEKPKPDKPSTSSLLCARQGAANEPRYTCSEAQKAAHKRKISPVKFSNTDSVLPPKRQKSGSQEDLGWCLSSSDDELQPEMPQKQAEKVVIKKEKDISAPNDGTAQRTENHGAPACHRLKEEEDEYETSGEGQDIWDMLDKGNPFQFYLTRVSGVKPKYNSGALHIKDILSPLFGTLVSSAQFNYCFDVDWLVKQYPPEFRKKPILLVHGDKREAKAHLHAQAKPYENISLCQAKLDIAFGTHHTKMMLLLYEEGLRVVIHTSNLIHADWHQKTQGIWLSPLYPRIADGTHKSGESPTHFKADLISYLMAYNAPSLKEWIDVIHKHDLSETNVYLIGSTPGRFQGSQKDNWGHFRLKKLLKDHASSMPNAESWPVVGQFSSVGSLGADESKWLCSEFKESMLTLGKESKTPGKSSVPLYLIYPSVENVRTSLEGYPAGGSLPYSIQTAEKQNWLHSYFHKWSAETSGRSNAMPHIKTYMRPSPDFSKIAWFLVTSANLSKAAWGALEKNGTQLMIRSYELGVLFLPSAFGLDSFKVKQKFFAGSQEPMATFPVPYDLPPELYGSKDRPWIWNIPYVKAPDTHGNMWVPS
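Enzyme-compound mixtures sat 15 min at room temperature, followed by a 5 min reaction with 15 nM final substrate and 10 min with AlphaScreen beads. Recombinant human Tdp1 was used at 1 nM final.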
Starred values were filed as active, the others as inactive; u = inconclusive; x = no result given; & = joins results of further samples; [ ] = remark or other dose. The call rests on the fitted dose curve; in most records, active means well fitted curve in the direction sought with a large enough effect; inconclusive means small, poorly fitted or top-dose-only effect, or another doubt; inactive means no such curve, though single readings can be large; an effect the other way counts as inactive or inconclusive. Unless noted, on the % scale 0 is the no-effect control and ±100 the full control effect; potency means the concentration at half of the fitted maximal effect. Outcome played no part in choosing rows, and some 0.53% of all compounds hit somewhere here.

SMILES,FEN1 inh,N370S GC mod,TDP1 inh
O=C(Nc1ccccc1)c1n[nH]c(Cn2cncn2)n1,-3%,-3%,6%
COc1ccc(NC(=O)CN(C)C(=O)c2ccc(NS(=O)(=O)c3ccc4[nH]c(=O)[nH]c4c3)cc2)cc1,-8%,-20%,0%
O=S(=O)(NCCc1ccc(Cl)cc1)c1ccc(N2CCCCS2(=O)=O)cc1,11%,x,9%
S=C(NCCc1ccccc1)N1CCN(Cc2ccccc2)CC1,17%,12%,2%
O=C(O)c1ccc2nc(-c3ccco3)c(-c3ccco3)nc2c1,35µM*,3%,-11%
Cc1ccccc1NC(=S)N(Cc1cccs1)C1CCCC1,-6%,0%,-2%
O=C(O)c1ccc(N2Cc3ccccc3C2)cc1O,u,x,-7%
CS(=O)(=O)n1nc(OC(=O)c2cccs2)cc1N,10%,-12%,3%
Cc1ccc(C)c(NC(=O)Nc2cccc(-c3cn4cccnc4n3)c2)c1,-7%,x,7%
Cc1ccccc1CSc1[nH]c(=O)ncc1C,12%,-15%,4%
Cc1onc(-c2ccccc2)c1C(=O)N/N=C/C(Br)=C/c1ccccc1,-21%,11%,8%
CCSc1ncc(Cl)c(C(=O)Nc2ccc(S(=O)(=O)Nc3nccc(C)n3)cc2)n1,-3%,x,2%
COc1nc(N)nc2nc[nH]c12,-3%,-1%,x
COc1ccccc1N1CCN(C(=O)CCc2c[nH]c3ccccc23)CC1,-7%,-4%,3%
Cc1cccc(-n2ccnc2SCC(=O)N2CCCc3ccccc32)c1C,-2%,6%,2%
O=C(NCc1ccco1)/C(=C/c1cccnc1)NC(=O)c1ccco1,2%,-2%,6%
CCCN(CCC)CC(O)CN1C(=O)N(CN2C(=O)N(CC(O)CN(CCC)CCC)C(=O)C2(C)C)C(C)(C)C1=O (stereo unspecified),0%,-13%,-1%
CC1Cn2c(C(=O)NCCc3ccc(Cl)cc3)cc3cccc(c32)S1 (stereo unspecified),7%,x,0%
COc1ccc([C@@H]2CC=C(C(=O)O)[C@H](c3ccc(C)cc3)N2S(=O)(=O)c2ccc(C)cc2)cc1OC,-3%,x,2%
O=C(O)CCSc1nc2ccccc2c(=O)[nH]1,2%,-1%,1%
CCC(c1nnnn1Cc1ccc(OC)cc1)N1CCN(c2ccc(OC)cc2)CC1 (stereo unspecified),-4%,-28%,9%
CCCc1cc(=O)[nH]c(SCC(=O)N(CCC#N)c2ccc3c(c2)OCCO3)n1,-3%,-1%,-5%
CCCCOC(=O)/C=C/c1ccc(OC(=O)OC)c(OC(=O)OC)c1,-5%,-4%,0%
CC1Cc2cc(S(=O)(=O)NCc3ccccc3)ccc2N1C(=O)C1CC1 (stereo unspecified),5%,-17%,1%
CCSc1oc(-c2ccco2)nc1S(=O)(=O)c1ccccc1,4%,6%,4%[56.1 µM]
COCC(C)n1c(C)cc(C(=O)CN2C(=O)NC(Cc3c[nH]c4ccccc34)C2=O)c1C (stereo unspecified),1%,-15%,4%
Cn1c(=O)c2c(-c3ccccc3)n3c(c2n(C)c1=O)C(c1ccco1)Nc1ccccc1-3 (stereo unspecified),-2%,x,0%
COc1ccccc1NC(=O)CSc1nnc(COc2ccccc2OC)n1C,-3%,2%,3%
CCO[C@H](c1cc(OC)cc([N+](=O)[O-])c1OC)[C@H](C)/C=C\CC(=O)OC,x,0%[12.8 µM],8%[21 µM]
NCCCNC(=O)c1ccc(/C=N/O)nc1,-8%,2%,2%
CC(C)CN1CCC(=O)N([C@H](COc2ccccc2)Cc2ccccc2)CC1,-1%&-5%,-13%,x
COc1cc(/C=N/OCC(=O)Nc2cc(C)on2)ccc1OCc1ccccc1,5%,-3%,2%
CCc1c2c(nc3ccc(O)cc13)-c1cc3c(c(=O)n1C2)COC(=O)[C@]3(O)CC,x,-7%,1%
O=C(c1ccc(-c2ccc(Cl)cc2)o1)N1CCN(S(=O)(=O)c2cccs2)CC1,10%,x,7%
Cc1ccc2c(c1)C=CC(C)(C)S2=O (stereo unspecified),2%,20%,3%
CCOC(=O)NC(NCc1ccccc1Cl)(C(F)(F)F)C(F)(F)F,-8%,23%,0%
CCC(Sc1nc(C)cc(=O)[nH]1)C(=O)Nc1nc2c(s1)CCCC2 (stereo unspecified),1%,0%,2%
C=C(C)CN1CCN(c2ccc(N3C(=O)CCCC3=O)cc2[N+](=O)[O-])CC1,3%,1%,1%
CCOCCOc1nc2c(c(=O)n(C)c(=O)n2C)n1CCc1ccccc1,10%,-8%,-4%
CCC(C)N(CC(=O)Nc1cccc(C)c1C)C(=O)CCl (stereo unspecified),0%,2%,-3%
COC(=O)c1c(C(=O)OC)c(-c2ccc(C)cc2)n2c1CS(=O)C2 (stereo unspecified),-5%,0%,5%
CC(C(=O)NCc1cccs1)N1CCN(S(=O)(=O)c2ccc3c(c2)OCCCO3)CC1 (stereo unspecified),-5%,0%,1%
CCOC(=O)Cn1c(=O)oc2cc(S(=O)(=O)Nc3cc(OC)cc(OC)c3)ccc21,-7%,x,3%
NC(=O)C1CCN(c2ncnc3c2cnn3-c2ccccc2)CC1,-5%,x,9%
O=C(O)C1C2CCC(C2)C1C(=O)NCc1ccccn1 (stereo unspecified),-2%,13%,6%
C=CCNC(=O)c1ccc(-c2nc(-c3ccccc3)cs2)cc1,6%,-12%,7%
O=C(NCc1ccc2c(c1)OCO2)C1CCC(=O)N1C1CCCC1 (stereo unspecified),-1%,8%,5%
CC1(C)Nc2ccccc2C(=O)N1c1ccccc1,0%,1%,x
CCOC(=O)c1cccc(NS(=O)(=O)c2ccc(-c3cnc(C4CC4)o3)cc2)c1,-7%,x,6%
CCOc1ccccc1NC(=O)c1cc2ccc3cccnc3c2[nH]1,19%,x,-1%
CC1CCCCN1S(=O)(=O)c1ccc(S(=O)(=O)N2CCN(C)CC2)cc1 (stereo unspecified),4%,0%,1%[0.0935 µM]
COC(=O)c1cc(OC)c(OC)cc1NC(=S)N1CCCC1,-5%,6%,-5%
COc1ccccc1CNC(=O)c1cccc(S(=O)(=O)N2CCN(c3ccc(F)cc3)CC2)c1,-4%,x,1%
O=C(Nc1c2c(nc3ccccc13)CCCC2)c1ccccc1Cl,10%,0%,-2%
CN(CCO)CCC(=O)NC1(C)CS(=O)(=O)CC1S(=O)(=O)O (stereo unspecified),-16%,-4%,2%
COc1ccc(NC(=O)CCS(=O)(=O)c2ccc3c(c2)NC(=O)C(C)S3)cc1OC (stereo unspecified),-7%,-13%,2%
CC(=O)c1cccc(OCC(O)CNCCOc2ccc(C)cc2)c1 (stereo unspecified),2%,-5%,4%
CCOC(=O)C1CCCN(C(=O)c2cc(-c3ccc(F)cc3)nc3ccccc23)C1 (stereo unspecified),-7%,-1%,5%
Cc1cccc(Oc2ncnc(N)c2[N+](=O)[O-])c1C,-3%,-9%,-2%
CCc1ccc(C(=O)CSc2ncn[nH]2)cc1,-6%,4%,1%

(further entries)
SMILES,FEN1 inh,N370S GC mod,TDP1 inh
CC(=O)c1c(C)[nH]c(C(=O)N2c3ccccc3CC2C)c1C (stereo unspecified),2%,7%,5%
COC(=O)C1=C(C)N(Cc2ccccc2)C(=NCC2CC2)N[C@H]1c1ccccc1,-5%,-6%&-18%,0%
C=CCN1C(=O)c2ccc(C(=O)OCC(=O)N(CC)C3CCS(=O)(=O)C3)cc2C1=O (stereo unspecified),-4%,x,0%
c1ccc(Cn2nnnc2CN2CCN(c3ncccn3)CC2)cc1,2%,1%,5%
O=C(COc1ccc(Br)cc1)Nc1ccc(C(=O)Nc2ccccc2C(=O)O)cc1,-13%,-2%,x
COc1ccc(CNC(=O)CCc2nnc3ccc(N4CCC5(CC4)OCCO5)nn23)cc1,25%,5%,3%
Cc1ccccc1OCC(=O)Nc1nnc(C2CC2)s1,-4%,x,2%
COc1ccc(C(=O)Nc2ccccc2C(N)=O)cc1,-7%,4%,7%
CCCCN1CC(O)=C(c2nc(-c3ccc(Cl)cc3)cs2)C1=N,-17%,u,2%
CN(C)Cc1ccccc1-c1nccc(NCc2cccs2)n1,x,-15%,12%[56.1 µM]
CC(=O)N1CCCc2cc(S(=O)(=O)N3CCC(C(=O)N(C)C4CCCCC4)CC3)ccc21,0%,x,8%
Cn1c(CN2CCCC2)nc2cc(NC(=O)C3CCCCC3)ccc21,-11%,-2%,0%
COc1ccc(CS(=O)(=O)c2ncn[nH]2)cc1,11%,0%,x
Cc1cccc(/C=N/n2c(C)nnc2C)c1,7%,-19%,2%
NCCCC[C@H]1CNC(=O)C(=O)N1CCc1cc(C(F)(F)F)cc(C(F)(F)F)c1,-16%,11%,6%
CCOC(=O)C1CCCN(Cc2nc(C3CC3)no2)C1 (stereo unspecified),-7%,-4%,x
COc1ccccc1N1CCN(C(=S)Nc2ccccc2)CC1,-7%,0%,x
Cc1cccc(NC(=O)c2cc3ccccc3oc2=O)c1,0%,-19%,x
O=C(CSc1cccc[n+]1[O-])Nc1ccc2c(c1)OCCO2,14%,-1%,3%
O=C(CN1c2ccccc2S(=O)(=O)c2ccccc21)Nc1ccccc1Cl,-12%,x,5%
Cc1ccc(CN(CC(O)COc2cccc3[nH]cc(C)c23)C(C)(C)C)cc1 (stereo unspecified),-31%,u,x
NC(=O)c1ccc(Oc2ccc3ccc(=O)oc3c2)c([N+](=O)[O-])c1,-1%,-1%,-1%
CN(C[C@H](Cc1ccccc1)N(C[C@H](Cc1ccccc1)N(CCc1cc(C(F)(F)F)cc(C(F)(F)F)c1)N=O)N=O)N=O,-3%,-11%,3%
COc1ccc(CCNS(=O)(=O)c2ccc3c(c2)OCCO3)cc1,-12%,4%,-8%
O=C(OCn1nnc2ccccc2c1=O)c1ccc2ccccc2n1,3%,7%,-2%
CCNC(=S)NNC(=O)c1cc(-c2ccc(OC)cc2)nc2ccccc12,-10%,11%,11%
CCCN(CCC)c1nc(Cl)nc(NCCN2CCOCC2)n1,-5%,2%,3%
COc1ccc(-c2nc3sc(CCNC(=O)c4ccco4)c(C)n3n2)cc1,-1%,x,3%
N/C(COc1ccc(Cl)cc1Cl)=N\O,-15%,-11%,5%
CCN1CCN(c2ncc(C(=O)N3CCCc4ccccc43)c3ccccc23)CC1,-3%,-13%,7%
CCN(CC)c1ccc(/C=N/NC(=O)CNC(=O)c2cccnc2)cc1,2%,u,x
CC(C)(C)c1ccc(/C=C(\C#N)C(=O)Nc2ccccn2)cc1,-12%,-6%,x
CCOC(=O)c1c(NC(=O)C(C)Sc2cn(CCNC(=O)c3ccc(OC)cc3)c3ccccc23)sc2c1CCC2 (stereo unspecified),-9%,x,2%
Cc1cccc(C(C)C)c1NC(=O)COC(=O)C1CC(=O)N(Cc2ccccc2)C1 (stereo unspecified),1%,1%,-3%
COc1ccc(COC(=O)N/N=C2/C[C@@H](O)[C@@H](O)[C@@H]3[C@@H]4C(=O)N(C(C)(C)C)C(=O)[C@H]4CC[C@H]23)cc1,x,-2%[12.8 µM],5%[21 µM]
CCSc1nnc(NC(=O)CSc2nnc(Cc3cccn3C)n2-c2ccc(C)cc2)s1,-2%,-2%,7%
COc1cc(C2NCCc3c2[nH]c2ccccc32)ccc1OC(C)C (stereo unspecified),x,10%,3%
CC(=O)N1CCN(C(=S)c2cccc([N+](=O)[O-])c2)CC1,8%,2%,5%
CC(C)(C)c1ccccc1NC(=O)c1cccnc1,-2%,-2%,1%
O=C1C2C3C=CC(C4CC34)C2C(=O)N1c1ccc2c(c1)OCO2 (stereo unspecified),4%,5%,1%
CC(/C=C/c1ccc2c(c1)OCO2)=N/NC(=O)c1ccc(C)nc1,-2%,-20%,-3%
COc1ccc(Nc2c3c(nc4ccccc24)CCC3)cc1Cl,-30%,x,9%
COc1ccc(S(=O)(=O)N2CCCOC2CNC(=O)C(=O)NCCc2ccco2)cc1C (stereo unspecified),-6%,1%,6%
O=C(CSc1nnc(-c2csc3c2CCCC3)o1)Nc1ccccc1,17%,5%,7%
CCc1ccc(S(=O)(=O)c2nnn3c2nc(N(C)Cc2ccccc2)c2cc(Cl)ccc23)cc1,-3%,x,-1%

An excerpt of these results, with two lines to a compound:
Values run as follows: FEN1 inh, N370S GC mod, TDP1 inh
- O=C(CSc1nnc(-c2csc3c2CCCC3)o1)Nc1ccccc1
    17%, 5%, 7%
- CCc1ccc(S(=O)(=O)c2nnn3c2nc(N(C)Cc2ccccc2)c2cc(Cl)ccc23)cc1
    -3%, x, -1%
